Screening data: PubChem BioAssay, several laboratories
ASAP1 GAP inh: blocks human ASAP1-stimulated Arf1 GTP hydrolysis | Q9ULH1 | GDP FP detection | inhibition, % at 16.5 µM | hit rate 0.19% among 360,000 | AID 624377; in the data active = inhibition above about 25%;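 note: 0% = vehicle with enzyme and substrate and 100% = no enzyme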
Target sequence (Q9ULH1 325-724 limits assumed): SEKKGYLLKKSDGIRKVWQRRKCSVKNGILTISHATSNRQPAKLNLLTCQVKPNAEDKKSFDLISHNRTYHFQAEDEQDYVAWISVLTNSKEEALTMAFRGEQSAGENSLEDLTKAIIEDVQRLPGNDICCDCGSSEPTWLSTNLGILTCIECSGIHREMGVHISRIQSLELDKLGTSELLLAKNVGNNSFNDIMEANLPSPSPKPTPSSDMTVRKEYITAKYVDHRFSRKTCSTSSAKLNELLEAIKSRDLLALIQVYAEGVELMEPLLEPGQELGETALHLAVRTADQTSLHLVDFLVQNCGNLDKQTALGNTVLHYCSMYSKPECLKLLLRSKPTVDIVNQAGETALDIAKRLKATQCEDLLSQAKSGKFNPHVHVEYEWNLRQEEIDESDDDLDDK
GC-B act: GC-B (human) receptor activation. HEK293-GC-B cells, CNP EC30, cGMP TR-FRET; 0% at EC30 CNP, 100% saturating CNP. activation, % at 10 µM. hit rate 0.11% among 370,000;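 active = activation at 10 µM reaching about 35% in either raw or pattern-adjusted values, limit read from the data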
HGIII-sPLA2 inh: Blocks human group III sPLA2 activity | Q9NZ20 | QFRET BODIPY PC-A2 liposome hydrolysis, fluorescence | inhibition, % at 12.2 µM | hit rate 0.56% among 370,000 | AID 743126;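 active = inhibition above mean plus 3 SD of compounds lying within the high and low control bounds, cut at about 19% in these data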;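 note: 0% = median of test compound wells and 100% = no enzyme DMSO wells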
KLK7 zymogen act: activators of human kallikrein-7 zymogen | P49862 | purified proKLK7, EDANS-DABCYL substrate fluorescence; 100% is mature enzyme control, 0% vehicle | activation, % at 7 µM | hit rate 0.9% among 370,000;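 active = activation above the mean of all tested compounds plus 3 SD, computed per campaign excluding outliers beyond control limits, cut at about 13% in these data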
Target sequence (P49862 whole entry, looked up): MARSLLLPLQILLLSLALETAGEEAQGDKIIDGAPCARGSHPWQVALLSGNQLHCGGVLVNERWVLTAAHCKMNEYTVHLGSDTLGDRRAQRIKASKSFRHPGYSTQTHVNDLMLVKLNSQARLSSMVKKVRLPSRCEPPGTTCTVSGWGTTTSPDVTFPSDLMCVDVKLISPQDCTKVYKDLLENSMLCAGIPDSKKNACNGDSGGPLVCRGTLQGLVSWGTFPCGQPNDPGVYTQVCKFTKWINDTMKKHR
NPR1 activator: GC-A (human) enzyme activation | HEK293 GC-A cells, cGMP TR-FRET, EC30 ANP; 0% at EC30 ANP, 100% saturating ANP | P16066 | hit rate 0.14% among 370,000 | activation, % at 10 µM | AID 1671463; in the data active = activation above about 40%
GAA850 FXN act: increases GAA850 frataxin promoter reporter activity; hit rate 0.56% among 360,000; HEK293 lucGAA850 FXN promoter luciferase reporter, 24 h; percent of 10 µM SAHA response; activation, % at 6 µM;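 active = activation above the average of all compounds screened plus 3 SD, cutoff fixed separately per campaign, cut at about 7.5% in these data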;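 note: 0% = DMSO wells and 100% = 10 µM SAHA wells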
ADAM10 inh: inhibits human ADAM10; O14672; recombinant ADAM10, EDANS/DABCYL FRET peptide cleavage, 3 h; inhibition, % at 7 µM; hit rate 0.62% among 370,000; AID 720582;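 active = inhibition above a per-campaign cutoff equal to the mean of compounds falling between control-based bounds plus 3 SD, cut at about 20% in these data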;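 note: 0% = DMSO wells while the 100% control is not disclosed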
rCAG RNA binder: molecules binding r(CAG) RNA repeats; r(CAG) RNA repeat, TO-PRO-1 dye displacement fluorescence; inhibition, % at 3 µM; hit rate 1.3% among 370,000;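 active = inhibition above the plate cutoff, the mean of all test compounds on that plate plus 3 SD, cut at about 35% in these data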;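 note: 0% = DMSO alone and 100% = 100 µM mitoxantrone as full dye displacement; higher means more dye released from RNA so lower well fluorescence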
DDE Tn6 FP inh: DD(E)-Tn6 binding inhibition, primary FP screen | P02675 | Fibrin DD(E) TRITC-Tn6 fluorescence polarization displacement | inhibition, % at 8.3 µM | hit rate 0.21% among 370,000 | AID 720509;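 active = inhibition above a per-campaign cutoff: mean of compounds within control limits plus 3 SD, cut at about 15% in these data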;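 note: 0% = median of all compound wells on the plate and 100% = blocking peptide control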
ARFGAP1 inh: inhibitors of rat ARFGAP1. Arfgap1-stimulated ARF1 GTP hydrolysis, GDP FP detection. inhibition, % at 16.5 µM. hit rate 0.26% among 360,000;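 active = inhibition above a per-plate limit, mean inhibition of low control wells plus 3 SD, cut at about 25% in these data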;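 note: 0% = DMSO wells with enzyme and 100% = wells lacking Arfgap1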
Target sequence (Q62848 1-136 limits assumed): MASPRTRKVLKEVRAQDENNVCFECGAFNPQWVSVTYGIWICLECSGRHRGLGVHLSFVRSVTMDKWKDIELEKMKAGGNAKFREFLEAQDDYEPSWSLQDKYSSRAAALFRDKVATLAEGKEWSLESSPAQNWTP
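Material: rat Arfgap1 catalytic domain, aa 1-136; also added: human ARF1(Δ1-17)-GTP substrate; compound dosing: one concentration, 16.5 µM, DMSO 1.26%; incubation: GTP hydrolysis reaction 2 h at 25 °C; measured by: Tracer-displacement fluorescence polarization with EDTA stop, 620/688 nm; evaluation: % inhibition from polarization; repeats: one replicate per compound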
Starred values were filed as active, the others as inactive; . = no result given. Not a hit list. About 4.5% of those tested had a hit in this group.

SMILES	ASAP1 GAP inh	GC-B act	HGIII-sPLA2 inh	KLK7 zymogen act	NPR1 activator	GAA850 FXN act	ADAM10 inh	rCAG RNA binder	DDE Tn6 FP inh	ARFGAP1 inh
CCCCN(C(=O)CSCc1ccc(C)cc1)c1c(N)n(Cc2ccccc2)c(=O)[nH]c1=O	-3	-3	7	-2.5	-5	-2.1	-32	-1	0	10
CCc1cccc(C)c1NC(=O)COC(=O)Cc1ccsc1	2	2	-7	-0.3	-2	1.8	-7	0	6	2
O=C(CSc1nnnn1C1CCCCC1)NCc1cccc(C(=O)O)c1	3	3	-2	0.2	2	-0.3	-6	2	-4	-7
CC1(C)Cc2cccc(OCC(=O)Nc3cccnc3Cl)c2O1	-6	15	4	0.2	-1	-3.5	-2	-1	5	4
COc1ccc(/C=N/NC(=O)c2cc(-c3ccccc3)nc3ccccc23)c(OC)c1	10	11	-4	275*	17	5.5	4	17	-12	7
Cc1csc(=O)n1CC(=O)Nc1ccc(C(C)C)cc1	-9	1	-12	-0.7	3	2.5	0	0	7	14
CC(C)NC(=O)Cn1cc(S(=O)(=O)N2CCCC2)c(S(=O)(=O)N2CCCC2)c1	4	0	2	-0.2	6	0.5	-8	1	5	-7
CC1CCCCC1NS(=O)(=O)c1ccc2c(c1)CC(=O)N2C (configuration not stated)	7	0	-46	1.5	4	3.6	-4	4	7	4
CC(C)NC(=O)c1ccc(COCC(F)(F)F)cc1	8	3	1	-0.2	2	-0.5	-8	-1	-6	8
C=CCOc1cccc(/C=C2\C(=O)N(Cc3ccc(C)cc3)C(C)=C2C(=O)OC)c1	1	3	-21	0.8	-3	0.2	1	3	-5	16
CCCCOC(=O)Nc1sc2c(c1C(=O)OC)CCC2	13	-1	-8	0.3	-2	0.2	11	11	-9	-1
C=C(C)C(=O)Nc1cccc(C2=NOC3(C2)C[C@H](C(N)=O)N(C(=O)c2ccccc2C(=O)c2ccccc2)C3)c1 (some centres not stated)	10	4	-15	1.0	2	1.7	-2	0	-2	11
COC(=O)Cc1c(C)c2ccc(OC3CCCCC3=O)c(C)c2oc1=O (configuration not stated)	-7	-2	6	3.2	3	3.9	-270	-1	-5	-1
O=C(c1ccc(F)cc1)c1ccc(N2CCCCC2)cc1	-1	-1	-4	0.2	0	6.7	0	-2	-2	-6
O=C(CC1CCOCC1)Nc1ccc(Cl)c(Cl)c1	-6	4	1	-0.7	-2	4.1	7	-2	3	3
N#C/C(=C(/O)CN1CCCCC1)c1nc(-c2ccc(Cl)cc2)cs1	12	3	10	-0.2	2	0.4	3	6	0	5
CC(C)(C)OC(=O)C[C@@H]1C/C=C\C[C@H](CC(=O)N(CCO)Cc2ccccc2)C(=O)N[C@H](C(C)(C)C)COC1=O	-12	6	-4	-0.1	0	-0.2	0	-13	10	4
COc1ccc(/C=N/NC(=O)CCc2n[nH]c(=O)[nH]c2=O)cc1O	-4	3	3	0.1	2	7.5	0	-1	-5	16
Cc1cc(C(=O)N/N=C/c2ccc(-c3ccc(C)c(Cl)c3)o2)n[nH]1	-9	-5	0	-0.2	-7	-3.2	-8	1	-2	-1
CN(C(=O)Nc1ccc(F)cc1)[C@H]1C[C@H]2c3[nH]c4ccccc4c3CCN2C(=O)[C@H]1CO	-9	-3	-3	2.4	4	0.4	-158	5	4	6
Cc1ccc(NC(=O)c2cccc(Cl)c2)nc1	9	2	3	0.2	3	2.6	0	-3	-5	5
Nc1cccc2c(=O)c3ccccc3[nH]c12	-7	-1	-7	2.3	-6	-2.5	-139	11	4	1
CCCCCCNS(=O)(=O)c1nc2nc(C)cc(C)n2n1	-6	1	3	-0.6	3	-0.2	6	2	-6	3
CC(=O)Nc1cc(-c2ccccc2Cl)cn2c(-c3ccc(S(C)(=O)=O)cc3)cnc12	-5	43*	2	-24	17	3.5	-384	18	-2	-6
COc1ccccc1/C=C1\SC(=S)N(CCC(=O)NNC(=O)c2ccccc2OC)C1=O	-6	1	16	0.0	0	0.2	7	6	-4	-5
COc1ccc(Nc2cc(Nc3cc(OC)c(OC)c(OC)c3)ncn2)cc1	1	-1	6	0.4	3	3.9	6	-2	0	5
CC(C)c1cc(CN2CCN(CCC#N)CC2)cc(C(C)C)c1O	2	-3	2	-0.2	0	-2.4	1	-2	7	2
CC(C)(C)OC(=O)N1CCC(c2cc(-c3cccs3)n[nH]2)CC1	13	-5	-27	-0.3	1	1.4	1	-8	-7	10
O=C(O)c1nccnc1C(=O)NCc1csc2ccc(Cl)cc12	4	-4	-1	0.6	4	0.1	0	0	-11	9
CCOC(=O)CNC(=O)CCNS(=O)(=O)c1ccc2c(c1)c(=O)n(C)c(=O)n2C	-1	1	3	-0.1	3	-0.1	1	1	-1	11
C=CCOc1ccc(C2=NO[C@@H]3[C@@H]4C[C@@H]([C@H]5C(=O)N(C)C(=O)[C@@H]45)[C@H]23)cc1	10	6	1	-0.1	-1	-0.9	-5	1	-1	-1
COc1ccc(OC)c(S(=O)(=O)Nc2ccccc2O)c1	9	-1	-2	-0.2	-10	-0.1	-7	0	-4	5
O=C(Cc1ccccc1)c1ccccc1C(=O)N1CCCCC1	3	-5	-15	-1.3	-7	0.9	-27	0	-5	-13
Cc1ccc(C2C(=O)c3ccccc3C2=O)cc1	-8	8	6	-0.8	-3	1.9	4	9	10	8
CC(=O)c1ccc(NC(=O)C2CC2c2ccccc2)cc1 (configuration not stated)	18	-8	-10	-0.2	9	1.9	11	7	1	-8
O=C(c1cc(-c2ccccc2)nn1-c1ccccc1)N1CCN(S(=O)(=O)c2ccc(F)cc2)CC1	1	-8	8	0.1	-14	1.3	-13	-4	3	3
COc1ccc(S(=O)(=O)Nc2ccc3c(c2)n(C)c(=O)n3C)cc1C	7	0	0	-0.4	-6	3.3	-5	1	4	14
CN(C)C=C1C(=O)c2ccccc2C1=O	-14	-9	3	0.2	-3	4.8	1	8	-1	10
Cc1ccc(Oc2nc3ccccn3c(=O)c2/C=C(\C#N)C(=O)Nc2c(C)n(C)n(-c3ccccc3)c2=O)c(C)c1	11	2	9	0.7	-8	3.4	-26	2	1	6
O=C(NCC(=O)N1CCCCCC1)c1ccc(Br)cc1	-6	4	1	0.2	-1	2.9	6	-1	4	2
COc1ccc(C=NNC(=O)c2cc(C)oc2C)cc1O	-2	0	-12	0.1	-2	-0.9	-22	1	0	-10
Nc1c(C(=O)NCc2ccco2)nnn1CC(=O)Nc1ccccc1	8	5	-3	-0.1	1	-1.1	-5	-1	-3	-10
Cc1ccc(/C=C/c2nnc(-c3cccs3)o2)cc1	-3	-5	-2	1.3	-12	4.6	-60	4	4	5
O=C(/C=C/c1ccco1)Nc1ccccc1C(=O)Nc1cccc(C(=O)O)c1	9	2	-10	-0.1	-3	2.6	-3	27	0	0
Cc1nonc1C1CCCN1C(=O)c1cc(COc2ccc(F)cc2F)on1 (configuration not stated)	9	-4	-9	0.0	6	5.4	4	-4	2	8
COc1ccccc1NC(=O)Cc1noc(CSc2nnc(C(F)(F)F)n2C)n1	6	-3	-21	0.0	-2	1.8	0	6	2	15
COc1ccc(C(c2c(C)[nH]n(C(N)=S)c2=O)C(C#N)C#N)cc1 (configuration not stated)	8	6	-1	-1.1	0	-0.6	-4	3	9	-19
COc1ccc(N2CCN(C(=O)CN(c3cccc(Br)c3)S(C)(=O)=O)CC2)cc1	-8	-2	-2	-0.3	-1	0.6	8	1	6	2
O=C(CC(c1ccccc1)c1cc(Cl)ccc1O)NCCCN1CCOCC1 (configuration not stated)	10	-6	2	0.0	-10	-2.9	2	-5	-9	3
C1=C(C(c2nnnn2C2CCCCC2)N2CCCCC2)COc2ccccc21 (configuration not stated)	-10	-5	6	-0.1	-7	-2.5	7	1	-2	3
Cc1c([N+](=O)[O-])cc(C(=O)Nc2ccc3ncccc3c2)cc1[N+](=O)[O-]	3	-4	4	-0.2	-1	1.8	11	3	0	10
CC(C)(C)C1CCN2CCC[C@](c3ccccc3)(C1)C2OCCCO (some centres not stated)	2	-6	-2	0.6	-11	.	3	-1	-2	4
COc1ccc(NC(=O)/C=N/O)cc1	-9	2	-7	-0.4	-1	2.0	0	-4	-4	4

Structural class: those above containing an aryl methoxy group.
SMILES	ASAP1 GAP inh	GC-B act	HGIII-sPLA2 inh	KLK7 zymogen act	NPR1 activator	GAA850 FXN act	ADAM10 inh	rCAG RNA binder	DDE Tn6 FP inh	ARFGAP1 inh
COc1ccc(/C=N/NC(=O)c2cc(-c3ccccc3)nc3ccccc23)c(OC)c1	10	11	-4	275*	17	5.5	4	17	-12	7
COc1ccc(/C=N/NC(=O)CCc2n[nH]c(=O)[nH]c2=O)cc1O	-4	3	3	0.1	2	7.5	0	-1	-5	16
COc1ccccc1/C=C1\SC(=S)N(CCC(=O)NNC(=O)c2ccccc2OC)C1=O	-6	1	16	0.0	0	0.2	7	6	-4	-5
COc1ccc(Nc2cc(Nc3cc(OC)c(OC)c(OC)c3)ncn2)cc1	1	-1	6	0.4	3	3.9	6	-2	0	5
COc1ccc(OC)c(S(=O)(=O)Nc2ccccc2O)c1	9	-1	-2	-0.2	-10	-0.1	-7	0	-4	5
COc1ccc(S(=O)(=O)Nc2ccc3c(c2)n(C)c(=O)n3C)cc1C	7	0	0	-0.4	-6	3.3	-5	1	4	14
COc1ccc(C=NNC(=O)c2cc(C)oc2C)cc1O	-2	0	-12	0.1	-2	-0.9	-22	1	0	-10
COc1ccccc1NC(=O)Cc1noc(CSc2nnc(C(F)(F)F)n2C)n1	6	-3	-21	0.0	-2	1.8	0	6	2	15
COc1ccc(C(c2c(C)[nH]n(C(N)=S)c2=O)C(C#N)C#N)cc1 (configuration not stated)	8	6	-1	-1.1	0	-0.6	-4	3	9	-19
COc1ccc(N2CCN(C(=O)CN(c3cccc(Br)c3)S(C)(=O)=O)CC2)cc1	-8	-2	-2	-0.3	-1	0.6	8	1	6	2
COc1ccc(NC(=O)/C=N/O)cc1	-9	2	-7	-0.4	-1	2.0	0	-4	-4	4
